HP1b binding inh = blocks HP1-beta chromodomain binding to methylated histone tails; AlphaScreen HP1-beta / biotin-H3K9me3 peptide binding; Potency, µM (highest dose often 114 µM), without a hit: at the top dose activity change, negative = inhibition, most hits filed as inhibitors; hit rate 0.56% among 390,000; AID 540317; note: nearly all actives have a fitted effect of over 70% in size; inactives centre near 23
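Compound inhibition of the preformed complex between 50 nM HP1-beta and 50 nM biotinylated H3K9me3 peptide was read by AlphaScreen. Buffer was PBS pH 7.4 with 0.01% Tween-20. Incubations ran 30 min at room temperature, with 10 ug/mL donor/acceptor beads.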
ERG-DNA inh = ERG Ets/DNA interaction inhibition. AID 624246. hit rate 0.028% among 370,000. P11308. fluorescence polarization, His-ERG Ets domain / labelled DNA. Potency, µM (doses to about 76.9 µM), for the others: at the top dose FP activity, negative = inhibition, usual class: inhibitors; active = well fitted inhibition curve with a large enough effect in the polarisation, with a control signal flat; inconclusive = small, poorly fitted or top-dose-only effect, or effect the other way, or a change in a side signal; inactive = no such curve, though single readings can be large or run the other way; the % refers to the polarisation;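 note: polarization taken with two DNA probes labelled with fluorescein and Texas red; % of control where 0% means no effect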
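His-tagged ERG Ets domain (1 uM in the protein solution; 300mM KCl, 50mM Tris-HCl, 1mM EDTA, 1mM DTT, pH 7.5) received compound, then a probe mix of 5 nM fluorescein-DNA and 100nM Texas-615-DNA. Fluorescence polarization was read for both dyes.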
ALOX12 inh = ALOX12 (human) lipoxygenase inhibition | purified 12hLO, xylenol orange hydroperoxide absorbance | Potency, µM (highest dose often 108 µM), for inactives: at the top dose activity change, negative = inhibition, actives largely listed as inhibitors | hit rate 1.1% among 580,000; note: % is set by controls: 0 for no effect and ±100 for the full control effect
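Purified human 12hLO at 150 nM in 25 mM Hepes, 0.01% Triton X-100, pH 7.0, preincubated 15 min at room temperature with compound. Reaction started with 40 uM arachidonic acid, 30 min at room temperature. Hydroperoxide measured by Fe-xylenol orange, 573/405 nm absorbance ratio.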
JMJD2A Tudor inh = inhibitors of human JMJD2A Tudor domain; AID 504339; hit rate 4.4% among 390,000; O75164; AlphaScreen JMJD2A-Tudor / H3K4me3 peptide binding; Potency, µM (highest dose often 114 µM), without a hit: at the highest dose activity change, negative = inhibition, most hits filed as inhibitors; note: % is set by controls: 0 for no effect and ±100 for the full control effect; nearly all actives have a fitted effect of over 50% in size
Pin1 inhibitor = blocks the human prolyl isomerase Pin1 | hit rate 0.009% among 390,000 | Pin1 FP peptide displacement, HiFluor488, 10 min | Q13526 | Potency, µM (highest dose often 115 µM), for inactives: at the highest dose activity, negative = inhibition, usual class: inhibitors; active = well fitted inhibition curve with a large enough effect in the polarisation, with a control signal flat, not every such curve was filed as active; inconclusive = small, poorly fitted or top-dose-only effect, or effect the other way, or a change in a side signal; inactive = no such curve, though single readings can be large or run the other way; the % refers to the polarisation; note: % is set by controls: 0 for no effect and ±100 for the full control effect
RGS4 inh = blocks human RGS4-accelerated GTP hydrolysis; hit rate 0.039% among 390,000; Transcreener GDP fluorescence polarization, RGS4-accelerated GTP hydrolysis; Potency, µM (titrated, usually from 114 µM), without a hit: at the highest dose activity change, negative = inhibition, most hits filed as inhibitors; note: % is set by controls: 0 for no effect and ±100 for the full control effect; nearly all actives have a fitted effect of over 75% in size; some results filed as inactive show a strong effect at the top dose
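MLSMR compounds (23 nl, pin-transferred) preincubated 10 min at room temperature with a 500nM (2x) first reagent, then RGS4 at 900nM (2x) plus Transcreener GDP mix added; fluorescence polarization (620/688 nm) read before and after 90 min at 30 °C.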
PGK inhibitor = blocks T. brucei phosphoglycerate kinase. Potency, µM (titrated, usually from 57.5 µM), without a hit: at the highest dose activity change, negative = inhibition, hits mostly inhibitors. PGK/GAPDH coupled, Kinase-Glo luminescence, 60 min. P07378. AID 602233. hit rate 0.043% among 380,000; note: % is set by controls: 0 for no effect and ±100 for the full control effect; nearly all actives have a fitted effect of over 60% in size
Target sequence (P07378 whole entry, looked up): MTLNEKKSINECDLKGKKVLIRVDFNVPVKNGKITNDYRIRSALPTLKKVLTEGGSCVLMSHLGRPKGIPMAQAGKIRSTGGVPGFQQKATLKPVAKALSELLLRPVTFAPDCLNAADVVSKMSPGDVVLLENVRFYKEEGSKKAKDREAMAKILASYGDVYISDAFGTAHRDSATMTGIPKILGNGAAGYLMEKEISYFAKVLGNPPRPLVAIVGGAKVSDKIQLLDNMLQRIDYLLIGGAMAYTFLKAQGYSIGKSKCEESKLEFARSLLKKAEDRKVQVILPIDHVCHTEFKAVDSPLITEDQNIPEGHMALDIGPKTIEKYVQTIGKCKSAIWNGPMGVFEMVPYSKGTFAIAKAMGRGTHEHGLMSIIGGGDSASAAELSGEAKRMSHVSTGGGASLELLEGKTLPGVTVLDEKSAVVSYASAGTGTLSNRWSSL
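Luminescent ATP detection (Kinase-Glo Plus) follows a 60-minute room-temperature incubation, with wells lacking PGK as controls. Buffer: 100 mM TEA (pH 7.6), 5 mM MgCl2, 0.01% Tween-20. Coupling enzyme GAPDH (100 nM final) supplies unstable 1,3-BPG in-well.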
GLS inhibitor = blocks human kidney-isoform glutaminase activity | O94925 | GLS enzymatic activity, qHTS titration | Potency, µM (doses to about 45.5 µM), for the others: at the top dose activity change, negative = inhibition, most hits filed as inhibitors | hit rate 0.21% among 410,000; note: % is set by controls: 0 for no effect and ±100 for the full control effect
Target sequence (O94925 whole entry, looked up, canonical isoform): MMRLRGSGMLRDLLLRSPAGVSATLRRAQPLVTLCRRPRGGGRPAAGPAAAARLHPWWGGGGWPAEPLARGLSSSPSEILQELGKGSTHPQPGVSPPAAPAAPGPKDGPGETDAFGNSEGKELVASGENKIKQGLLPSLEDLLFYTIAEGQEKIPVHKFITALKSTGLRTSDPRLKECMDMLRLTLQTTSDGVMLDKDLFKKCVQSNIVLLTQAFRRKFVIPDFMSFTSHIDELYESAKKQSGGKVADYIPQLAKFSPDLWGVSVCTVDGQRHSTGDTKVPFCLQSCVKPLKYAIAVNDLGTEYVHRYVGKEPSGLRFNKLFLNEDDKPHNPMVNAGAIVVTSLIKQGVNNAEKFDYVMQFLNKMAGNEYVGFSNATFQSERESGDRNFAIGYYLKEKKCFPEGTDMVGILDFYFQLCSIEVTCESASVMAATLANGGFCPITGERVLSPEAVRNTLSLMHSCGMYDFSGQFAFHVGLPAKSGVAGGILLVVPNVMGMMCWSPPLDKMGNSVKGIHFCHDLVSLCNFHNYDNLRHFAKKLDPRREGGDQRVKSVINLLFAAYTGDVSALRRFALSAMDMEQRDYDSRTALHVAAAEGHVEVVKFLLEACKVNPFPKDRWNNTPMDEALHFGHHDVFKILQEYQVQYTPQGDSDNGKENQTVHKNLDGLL
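Glutamate formation by hKGA was monitored fluorometrically using coupled glutamate oxidase, HRP and Amplex Red. Substrate was added as 1 mM L-glutamine solution; incubation was 30 min at RT after an initial read.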
TrxR1 inh = blocks rat thioredoxin reductase 1; recombinant rTrxR1, NADPH fluorescence consumption, selenite substrate; Potency, µM (highest dose often 114 µM), for inactives: at the highest dose activity change, negative = inhibition, usual class: inhibitors; hit rate 1% among 390,000; AID 588453; note: % is set by controls: 0 for no effect and ±100 for the full control effect; nearly all actives have a fitted effect of over 65% in size
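Rat TrxR1 (90 nM in the dispensed reagent) was pre-reduced with 400 uM NADPH for 5 min at room temperature, then incubated with compound for 15 min. After 400 uM selenite was added, NADPH fluorescence (Ex 340/Em 450 nm) was followed for 8 min.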
Active calls of the source: *; i = inactive; ? = inconclusive; . = no result given; & = joins results of further samples; [ ] = dose if it differs, or a comment. Unless noted, calls come from the whole dose curve; as a rule, active = well fitted curve in the direction sought with a large enough effect; inconclusive = small, poorly fitted or top-dose-only effect, or another doubt; inactive = no such curve, though single readings can be large; an effect the other way counts as inactive or inconclusive. Potency is the fitted concentration of half-maximal effect.

SMILES | HP1b binding inh | ERG-DNA inh | ALOX12 inh | JMJD2A Tudor inh | Pin1 inhibitor | RGS4 inh | PGK inhibitor | GLS inhibitor | TrxR1 inh
CCOC(=O)N1CCN(C(=O)CSCc2ccc(Br)cc2)CC1 | 56%[activator] | 12% | -4% | 1% | -2% | -32% | i | -3% | 29%[57.1 µM]
O=C(CNC(=O)c1ccc(Br)o1)NCC1CCCCC1 | 34%[activator] | 4% | 77%[activator] | -10% | 4% | 21% | 4% | -1% | 13%
Cc1noc(C)c1COC(=O)c1cccc(N(C)C)c1 | 35% | -11% | 8% | 3%[57.1 µM] | -4% | -38% | -5% | 7% | -2%[57.1 µM]
C[C@@H]1COC(=O)[C@@H](Cc2ccc(F)cc2)C/C=C\C[C@@H](CC(=O)N(CCO)Cc2ccccc2)C(=O)N1 | 25% | 15% | 2% | -15% | -7% | 12% | i | 4% | 27%
COc1ccccc1N1CCN(c2ccc3ccccc3n2)CC1 | 75%[activator] | 3% | -4% | 41%[activator] | -6% | 8% | i | 1% | 27%
O=C(CSCc1ccc(Br)cc1)NC1CC1 | 42%[activator] | -3% | -6% | -1% | 0% | 4% | -11% | 0% | 26%
Nc1cc(-c2ccc(OC(F)(F)F)cc2)nn1-c1ccc(Cl)c(Cl)c1 | -16% | 4% | ? | ? | -6% | -26% | -3% | -16% | 33%[57.1 µM]
COc1cccc(CCNC(=O)CCc2nnc(-c3cc(C)oc3C)o2)c1 | 29% | 4% | 0% | -12% | 4% | -23% | -1% | 7% | -19%
Cc1ccccc1S(=O)(=O)N1C[C@H]2CON(C)[C@H]2C[C@H]1c1cccc(-c2ccccc2)c1 | 28% | -5% | 2% | -32% | 11% | 7% | 7% | 1% | 11%
COc1cccc(C(=O)NCCS(=O)(=O)N2CCC(C)CC2)c1 | 16% | . | -7% | -6% | -2% | -19% | -8% | 5% | 9%
CC(=O)NCc1ccc(C(=O)CN2C(=O)NC3(CCCCC3C)C2=O)s1 (stereo unspecified) | 0% | 5% | 4% | -18% | 8% | 4% | -6% | 4% | -7%
COc1ccc(S(=O)(=O)n2nc(OC(C)=O)cc2N(C(C)=O)C(C)=O)cc1 | 38% | -3% | 0% | -9% | -2% | -25% | -1% | -1% | ?
NS(=O)(=O)c1ccc(Sc2ccccn2)c([N+](=O)[O-])c1 | 16% | -4% | 47%[activator] | -10% | 0% | -11% | i | 0% | -31%[57.1 µM]
Cc1ccc(NC(=O)NCCCN2CCCC2=O)cc1C | 17% | 7% | 4% | -3% | -4% | 15% | -4% | 7% | 17%
Cc1ccc(N2C(=O)C(Cl)=C(N3CCOCC3)C2=O)c(C)c1 | 63%[activator] | -14% | ? | 8% | 6% | -30% | i | -2% | 19%
COc1ccc(N2CCN(S(=O)(=O)CCNC(=O)COc3ccccc3)CC2)cc1 | 24% | 21% | -18% | -3% | 0% | 11% | -3% | 15% | 25%
CCCC(=O)OC/C(O)=C(\C#N)c1nc2ccccc2[nH]1 | 36% | -8% | 5% | -12% | ? | -15% | i | 19% | 9%[57.1 µM]
CN(CC(=O)NC(=O)NCc1ccccc1)CC(=O)Nc1ccc(Cl)c(C(F)(F)F)c1 | -2% | -8% | -2% | -23% | . | -1% | -2% | 0% | 10%
O=C(NCc1ccc(F)cc1)c1cccc2c1C(=O)c1ccc(N3CCOCC3)cc1S2(=O)=O | 44% | 4% | -6% | 79µM* | ? | -43% | 7% | 7% | 4%
CC1(c2ccc(Cl)cc2)NC(=O)N(CC(=O)N2CCCC2)C1=O (stereo unspecified) | 27% | -3% | 9% | -6% | -3% | 7% | 4% | 1% | 17%
CCOc1ccc(-c2c[n+]3c(n2-c2ccccc2)CCCCC3)cc1 | 27% | -9% | -1% | -16% | -3% | 16% | 3% | 11% | 6%
COC(=O)c1nc2nc(C)cc(=O)n2[nH]1 | 28% | 1% | ? | -6% | 2% | 11% | 0% | 8% | 2%
COc1ccc(NC(=S)Nc2cc(C)cc(C)n2)cc1OC | 54%[activator] | . | -24% | -8% | -3% | -31% | -3% | -7% | -18%
CCOC(=O)N1CCC(Nc2ncnc3c2cnn3-c2ccc(Cl)cc2)CC1 | 36% | 0% | -16% | -4% | -7% | 0% | 2% | -1% | -14%
CCc1nc2ccc(C(=O)N3CCN(c4cccc(C(F)(F)F)c4)CC3)cc2nc1CC | 46%[activator] | -7% | -22% | -14% | 1% | -13% | -2% | -1% | 1%
CCOC(=O)N1CCN(C(=O)c2cc3c(s2)-c2ccc(Cl)cc2S(=O)(=O)C3)CC1 | 18% | 1% | -23% | -18% | -4% | -1% | -7% | -1% | 1%
CN(C)c1ncnc2sc(-c3ccccc3)cc12 | 40%[activator] | 2% | 3% | 10% | 4% | 25% | -10% | 7% | 6%
CC1(C)CN2C(=S)N(c3ccccc3)C(c3ccccc3)N2C1 (stereo unspecified) | 28% | -3% | -22% | 0% | 0% | 37% | -5% | 17% | 1%
COc1ccc(Br)cc1C(=O)CCC(=O)OCC(=O)Nc1cc(C(N)=O)cc(C(N)=O)c1 | 17% | 0% | . | -2% | 8% | -18% | -2% | 5% | 3%
CC1(C)CNc2cc([N+](=O)[O-])ccc2S1 | 15% | -9% | -18% | -18% | 0% | 10% | -5% | -4% | 9%[57.1 µM]
O=C(NCCc1ccccc1)c1ccc2c(c1)N(Cc1ccccc1)C(=O)CS2=O (stereo unspecified) | 55%[activator] | 1% | 351%&-64%[activator] | -16% | 1% | -29% | -5% | -1% | 13%[57.1 µM]
CC1(C)C2CCC1(CS(=O)(=O)NCc1ccc(C(F)(F)F)cc1)C(=O)C2 (stereo unspecified) | 67%[activator] | -6% | . | -7% | 7% | -25%[56.9 µM] | -5% | -12% | ?
Cc1cc(/C=N\NC(=O)CC(=O)NC2CCCCC2)c(C)n1-c1ccc(Cl)cc1 | -19% | -9% | -22% | ? | ? | -13% | 5% | 0% | 5%
O=C(Nc1ccc(C(=O)N2CCOCC2)cc1)C1CCC1 | 38%[activator] | -2% | 4% | -1% | 0% | -2% | -2% | -2% | 8%
COc1cc(CNCc2ccccc2)ccc1OCC(O)c1ccccc1 (stereo unspecified) | -8% | -14% | -12% | 20µM* | -6% | -15% | -8% | 2% | 16%
COc1ccc(OC)c(S(=O)(=O)Nc2c(C)n(C)n(-c3ccccc3)c2=O)c1 | 18% | 3% | 0% | -10% | -7% | 11%[56.9 µM] | 1% | 39%[activator] | -19%

Given with values under each structure: 7 of the compounds above.
Screens in order – HP1b binding inh	ERG-DNA inh	ALOX12 inh	JMJD2A Tudor inh	Pin1 inhibitor	RGS4 inh	PGK inhibitor	GLS inhibitor	TrxR1 inh
CCc1nc2ccc(C(=O)N3CCN(c4cccc(C(F)(F)F)c4)CC3)cc2nc1CC
→ 46%[activator]	-7%	-22%	-14%	1%	-13%	-2%	-1%	1%
CCOC(=O)N1CCN(C(=O)c2cc3c(s2)-c2ccc(Cl)cc2S(=O)(=O)C3)CC1
→ 18%	1%	-23%	-18%	-4%	-1%	-7%	-1%	1%
CN(C)c1ncnc2sc(-c3ccccc3)cc12
→ 40%[activator]	2%	3%	10%	4%	25%	-10%	7%	6%
CC1(C)CN2C(=S)N(c3ccccc3)C(c3ccccc3)N2C1 (stereo unspecified)
→ 28%	-3%	-22%	0%	0%	37%	-5%	17%	1%
COc1ccc(Br)cc1C(=O)CCC(=O)OCC(=O)Nc1cc(C(N)=O)cc(C(N)=O)c1
→ 17%	0%	.	-2%	8%	-18%	-2%	5%	3%
CC1(C)CNc2cc([N+](=O)[O-])ccc2S1
→ 15%	-9%	-18%	-18%	0%	10%	-5%	-4%	9%[57.1 µM]
O=C(NCCc1ccccc1)c1ccc2c(c1)N(Cc1ccccc1)C(=O)CS2=O (stereo unspecified)
→ 55%[activator]	1%	351%&-64%[activator]	-16%	1%	-29%	-5%	-1%	13%[57.1 µM]

Remaining list, next part:
SMILES | HP1b binding inh | ERG-DNA inh | ALOX12 inh | JMJD2A Tudor inh | Pin1 inhibitor | RGS4 inh | PGK inhibitor | GLS inhibitor | TrxR1 inh
Cc1onc(-c2ccccc2Cl)c1C(=O)NC1CCS(=O)(=O)C1 (stereo unspecified) | 50%[activator] | 0% | 4% | -8% | 2% | 20% | 2% | -1% | 12%
CC(C)Oc1cccc(OCCN2C(=O)c3ccccc3C2=O)c1 | 85%[activator] | -10% | -11% | 29% | -1% | 3% | -9% | 43%[activator] | 19%[57.1 µM]
C[C@H](CO)N1C[C@H](C)[C@@H](CN(C)Cc2ccc3c(c2)OCO3)Oc2c(NC(=O)C3CC3)cccc2C1=O | 26% | 10% | . | -18% | -8% | 12% | 2% | -2% | 14%[57.1 µM]
NC(=O)Cn1c(-c2nonc2N)nc2ccccc21 | 28% | 8% | 12% | -19% | -1% | -6% | -5% | 3% | 4%
Cn1c(Cn2c(=O)sc3ccccc32)nnc1SCC(=O)NCc1ccc(F)cc1 | 46%[activator] | 5% | 223%[activator] | -1% | 0% | -8% | -3% | 1% | 24%
COC(=O)c1sccc1NC(=O)c1cc(-c2ccc(C)cc2C)nc2ccccc12 | 32% | -13% | 1% | -3% | 2% | -8% | i | -6% | 13%[57.1 µM]

High-throughput results (PubChem BioAssay)

Some of the compounds tested, so the mix of outcomes need not match the whole.
